High-throughput results from PubChem.
ARNT TACC3 PPI: disruptors of ARNT/TACC3 protein interaction, primary screen, biochemical, AlphaScreen, single concentration; Transforming acidic coiled-coil-containing protein 3 (Homo sapiens), Q9Y6A5; AlphaScreen His-ARNT PAS-B/GST-TACC3 binding, luminescence; TACC3 fragment carries E629A point mutation; inhibition, % at 9.99 µM; 390,000 compounds, 0.66% hits; AID 623870, 2012;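 active = mean inhibition of replicates at least 50% and at least half of replicates each reaching 50%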;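 also: 0% = complete ARNT plus TACC3 wells and 100% = ARNT alone without TACC3; many hits fall short of the cut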
INS-1E GSIS act: GLuc luminescence reporter in INS-1E cells, primary screen for activators of glucose-dependent secretion of insulin; activation, % at 16.6 µM; 370,000 compounds, 0.61% hits; INS-1E GLuc reporter insulin secretion, 2-3 h;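 active = lowest replicate activation of at least 40%, so every replicate reaches that level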;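 also: 0% = median of neutral control wells and 100% = median of IBMX positive control wells; some compounds called inactive have numbers as strong as hits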
Starred values were filed as active, the others as inactive.

SMILES	ARNT TACC3 PPI	INS-1E GSIS act
Cc1ccc(CN2C(=O)N/C(=C\c3ccc(N4CCOCC4)cc3)C2=O)cc1	6	21
COc1cccc(CNC(=O)C2CCN(S(=O)(=O)c3cnc[nH]3)CC2)c1	-1	-1
Cc1ccccc1N1CC(C(=O)Nc2nnc(SCC(=O)Nc3nccs3)s2)CC1=O (stereo not drawn)	-6	21
CCn1c(SCC(=O)Nc2cccc(F)c2)nnc1-c1cc2cc(Br)ccc2o1	1	85*
CCOCCCN1C(=O)CN(C2CCCCC2)C(=O)C1c1ccc(OCC)c(OC)c1 (stereo not drawn)	-5	9
CCCn1cnc2c(sc3nc4c(cc32)CSC(C)(C)C4)c1=O	-3	2
CCOCCCNC(=O)CCNS(=O)(=O)c1ccc(C)cc1	-4	17
CCOC(=O)c1sc(/N=C/N(C)C)c(C(=O)OCC)c1C	-3	37
O=C(c1ccc(S(=O)(=O)N2CCOCC2)cc1)N1CCN(C2=NS(=O)(=O)c3ccccc32)CC1	13	5
CCOCCCNc1nc2c([nH]1)c(=O)n(C)c(=O)n2C	-5	-9
C/C(=N\NC(=O)C1(C)CC1(Br)Br)c1ccc(NC(=O)c2ccc(C)o2)cc1 (stereo not drawn)	-5	-15
COc1ccc(NC(=O)CSc2nc(N)c3cc4c(nc3n2)CCCC4)c(OC)c1	-8	-1
Cn1c(=O)c2c(nc(NC(Cc3ccccc3)C(=O)O)n2Cc2ccccc2)n(C)c1=O (stereo not drawn)	3	-1
CC(=O)N1CCN(c2ccc(Oc3ncnc4sccc34)cc2)CC1	1	7
COc1ccc(OC)c(S(=O)(=O)Nc2ccc(C)c(C)c2)c1	3	-10
CCCCOC(=O)NC1CCS(=O)(=O)C1 (stereo not drawn)	22	2
CCCN(CCO)Cc1cccc(Br)c1	-8	21
COc1cc(C(=O)NCCC(=O)NC2CCCCCCC2)cc(OC)c1OC	2	-4
COc1cccc(CC(=O)Nc2nccs2)c1	-2	9
O=C(CC(C(=O)N1CCc2ccccc21)n1ccnc1)N1CCc2ccccc2C1 (stereo not drawn)	10	-18
NC(=O)CCN1CCN(CCOC2Cc3cc(Cl)ccc3Sc3ccccc32)CC1 (stereo not drawn)	8	15
Cc1cccc(NC(=O)/C(C#N)=C\c2cccnc2)c1	2	-23
Cc1ccc(C(=O)NCc2ccccn2)c(Cl)c1	0	35
CCCn1cnc2c(cnn2-c2ccc(F)cc2)c1=O	0	-1
CC(C)C[C@H](NC(=O)OC(C)(C)C)C(=O)N/N=C/C1=Cc2ccccc2OC1C (stereo partly drawn)	0	-35

Exported field by field: four of the compounds above
> CC(=O)N1CCN(c2ccc(Oc3ncnc4sccc34)cc2)CC1
  ARNT TACC3 PPI: 1
  INS-1E GSIS act: 7
> COc1ccc(OC)c(S(=O)(=O)Nc2ccc(C)c(C)c2)c1
  ARNT TACC3 PPI: 3
  INS-1E GSIS act: -10
> CCCCOC(=O)NC1CCS(=O)(=O)C1 (stereo not drawn)
  ARNT TACC3 PPI: 22
  INS-1E GSIS act: 2
> CCCN(CCO)Cc1cccc(Br)c1
  ARNT TACC3 PPI: -8
  INS-1E GSIS act: 21

(list continues)
SMILES	ARNT TACC3 PPI	INS-1E GSIS act
O=C(NCc1ccco1)C1CCN(Cc2ccc(F)cc2)CC1	1	-2
CCCN=C(N)/C(C(=O)OCC)=C(\O)c1ccc(OC)cc1	4	9
Cc1cc(NC(=O)c2cc(-c3ccco3)on2)nn1Cc1ccc(Cl)cc1	-2	13
COc1ccc2[nH]c3c(NCCCN4CCCC4=O)ncnc3c2c1	16	48*
Cc1cc(NC(=O)c2cc(-c3ccco3)on2)n(-c2ccccc2)n1	-15	8
Cc1onc(-c2ccccc2)c1C(=O)N1CCN(CCc2ccccc2)CC1	-10	-12
COc1ccc(N2CCCn3c2nc2c3c(=O)n(Cc3ccccc3F)c(=O)n2C)c(OC)c1	-12	0
Cc1ccc(-c2nnn(CC(=O)N(CC3CCCO3)C(C(=O)NC3CCCCC3)c3ccc(F)cc3)n2)o1 (stereo not drawn)	-2	-17
Cc1nn(Cc2cccc(C(=O)Nc3ccn(Cc4ccccc4F)n3)c2)c(C)c1[N+](=O)[O-]	-2	-1
CCOC(=O)C1CCCN(S(=O)(=O)c2ccc(OC)cc2)C1 (stereo not drawn)	-1	45
O=C1CC(c2ccc3c(c2)OCO3)c2cc3c(cc2N1)OCCO3 (stereo not drawn)	4	28
O=C(CSc1nnc(CNC(=O)c2cccs2)o1)NCc1ccc(F)cc1	-4	1
COc1ccc(N(CC(=O)N/N=C/c2ccc(-c3ccc([N+](=O)[O-])cc3)o2)S(=O)(=O)c2ccc(C)cc2)cc1Cl	0	21
CC(Oc1cccc(F)c1)C(=O)/C=C\N(C)C (stereo not drawn)	-17	3
COc1ccc(CNC(=O)CSc2ccc(Br)cc2)cc1OC	0	2
N#CC1=C(SCc2ccc(C#N)cc2)N=C(N)C(c2nc(-c3ccccc3)cs2)C12CCCCC2 (stereo not drawn)	1	-28
Cc1ccc(S(=O)(=O)N2CCOCC2)cc1C(=O)Nc1ccccn1	24	-6
COc1cc(S(=O)(=O)Nc2ccccn2)ccc1F	-2	10
CSc1ccccc1NC(=O)c1cc(-c2cccs2)on1	0	48
COn1c(=O)c(=O)n(OC)c2ccccc21	-2	24
COC(=O)c1ccc(CSc2nc3c(c(=O)n2-c2ccc(F)cc2)SCC3)o1	5	-6
N=c1sccn1CC(=O)NCCc1ccc(Cl)cc1Cl	1	10
CCCc1nc2sc(C(=O)OCC)c(N)c2c2c1COC(C)(C)C2	-14	16
COC(=O)c1ccccc1NC(=O)c1cc2nc(C3CC3)cc(C(F)(F)F)n2n1	-3	10
CCOc1nc(-c2ccc(OC)cc2)ccc1-c1noc(-c2ccncc2)n1	-2	21

Some of these compounds in order of their number in ARNT TACC3 PPI, low to high:
mol	ARNT TACC3 PPI
CCCc1nc2sc(C(=O)OCC)c(N)c2c2c1COC(C)(C)C2	-14
COn1c(=O)c(=O)n(OC)c2ccccc21	-2
O=C1CC(c2ccc3c(c2)OCO3)c2cc3c(cc2N1)OCCO3 (stereo not drawn)	4

The main list resumes with the 2 entries that preceded the break.
SMILES	ARNT TACC3 PPI	INS-1E GSIS act
COC(=O)c1ccccc1NC(=O)c1cc2nc(C3CC3)cc(C(F)(F)F)n2n1	-3	10
CCOc1nc(-c2ccc(OC)cc2)ccc1-c1noc(-c2ccncc2)n1	-2	21
COc1ccc(Cl)cc1NC(=S)N(CCCN1CCOCC1)Cc1cn(C)c2ccccc12	4	-21
CC(NC(=O)c1ccncc1)C(C)(C)C (stereo not drawn)	-4	9
CCOc1cc(S(=O)(=O)NC2CC2)c(OCC)cc1-n1cnnn1	0	17
Cc1ccc(CNC(=O)CN2CCC(C(N)=O)CC2)cc1	-4	17
CC1CCCN(C(=O)C2c3ccccc3C(=O)N3CCc4ccccc4C23)C1 (stereo not drawn)	-25	2
O=C(CSc1cccc[n+]1[O-])Nc1cc(S(=O)(=O)N2CCOCC2)ccc1Cl	-4	-4
O=C(Cn1cnc2ccccc2c1=O)Nc1ccc2c(c1)CCC2	4	-12
N#Cc1nc(COc2ccc(Cl)cc2Cl)oc1N1CCN(c2ccccc2)CC1	3	-17
O=C(Nc1cccnc1)C1CCCN(S(=O)(=O)c2ccccc2)C1 (stereo not drawn)	2	21
Brc1cccc(CN2CCCCCCC2)c1	1	13
Cc1ccc(N2C(=O)C3CC(c4ccccc4)=C4C5C=CC(C6C(=O)N(c7ccc(C)cc7)C(=O)C56)C4C3C2=O)cc1 (stereo not drawn)	3	14
COc1ccc(Nc2cc(C)nc(-n3nc(C)cc3C)n2)cc1	30	2
Cc1ccc(-c2noc(CCC(=O)N3CCCC3)n2)cc1	-1	9
CCOC(=O)c1cnc(SC)nc1Sc1ccccc1	-3	35
Cc1cc(N2CCN(c3cccc(C(F)(F)F)c3)CC2)n2ncnc2n1	-3	2
O=C(NNC(=O)C1CCN(Cc2cccc(F)c2)CC1)c1cccc(Cl)c1	-2	14
CCn1cc(C(=O)N(CCCN2CCOCC2)Cc2ccco2)c(=O)c2ccc(C)nc21	-13	11
C=CC12C=CC=CN1C(C(=O)OC)=C(C(=O)OC)C(C(=O)OC)=C2C(=O)OC (stereo not drawn)	13	23
Cc1cccc(Nc2n[nH]c(C)c2[N+](=O)[O-])c1	-2	13
COc1ccc(C2(C(=O)O)CCCC2)cc1	-4	10
O=C(NCCCN1CCOCC1)c1ccc(CS(=O)(=O)Cc2ccc(Cl)cc2)o1	-4	14
COc1ccc(Nc2cc(C(=O)NCCCN3CCOCC3)c3ccccc3n2)c(OC)c1	4	-7
Cc1cc(C)nc(SCC(=O)c2c(N)n(C)c(=O)n(C)c2=O)n1	38	13
OC1CCCN(c2c3c(nc4cc(-c5cccc(Cl)c5)nn24)CCC3)C1 (stereo not drawn)	-3	14
CCOC(=O)C1=C(c2ccccc2)Nc2ncnn2C1c1cc(OC)ccc1OC (stereo not drawn)	-11	7

Remaining list, next part
SMILES	ARNT TACC3 PPI	INS-1E GSIS act
O=c1[nH]c(/C(Cl)=C/c2cccc(C(F)(F)F)c2)nc2cc(Cl)ccc12	0	19
O=C1NN(c2ccccc2)C(=O)/C1=C/c1coc2ccccc2c1=O	-8	-5
O=C(NCc1ccc2c(c1)OCO2)c1nn2cccnc2c1Cl	1	25
Nc1nc2c(s1)CC(c1ccccc1)CC2 (stereo not drawn)	6	11
CCOc1ccccc1NC(=S)N1CCC(NC(=O)NC23CC4CC(CC(C4)C2)C3)CC1	1	-13
CN(C)CCNC(=O)c1coc(=O)c(Br)c1	-6	-11
Cc1ccc2c(c1)c(C)cc[n+]2Cc1ccccc1	7	9
CCc1c(C)c2ccc(OCC(=O)OC(C)C)c(C)c2oc1=O	-4	-29
CC(C)(C)C(=O)/C=c1\[nH]c(=O)/c(=C\c2ccc(F)cc2)s1	-5	1
Cc1ccc(Cl)c(OCC(=O)NCc2ccco2)c1	3	-3
Cn1c(=O)c(-c2ccccc2N)nc2ccccc21	10	16
CCN(CCCNC(=O)C1CCC(=O)N1Cc1ccccc1Cl)c1cccc(C)c1 (stereo not drawn)	2	2
Cc1cc(C)n2nc(SCC(=O)NCc3ccco3)nc2n1	-15	16
Cc1ccc(/C=N/NC(=O)CCCOc2ccc(Cl)cc2Cl)cc1[N+](=O)[O-]	-6	16
CCOc1cc(Br)c(C(=O)O)cc1OC	-34	-1
CCN1CCN(S(=O)(=O)Cc2ccccc2)CC1	-14	2
S=C(Nc1cccc(Cl)c1Cl)Nn1cnnc1	-22	3
COCCn1c(SCc2nc3ccccc3c(=O)[nH]2)nnc1-c1ccncc1	-10	-5
COc1c(F)c(F)c(C(=O)Nc2ccc(N3CCN(C(C)=O)CC3)c(Cl)c2)c(F)c1F	-8	-9
CCOc1ccccc1OCCCC(=O)Nc1ccc(OC)nc1	1	13
CCn1c(SCc2nc3ccccc3[nH]2)nnc1-c1cccnc1	7	0
Cc1ccc(N2NC(=O)/C(=C\c3cc4c(cc3[N+](=O)[O-])OCO4)C2=O)cc1C	-1	12
COc1ccc(OCc2nn3c(-c4ccco4)nnc3s2)cc1	-3	9
CC(C)C(c1nnnn1Cc1ccc2c(c1)OCO2)N1CCN(c2ccccc2)CC1 (stereo not drawn)	-44	-34
O=C(Cn1nc(-c2ccccc2)ccc1=O)Nc1ccc(N2CCN(C(=O)c3ccccc3)CC2)cc1	8	-26

Entries of single compounds from above. Order of screens: ARNT TACC3 PPI, INS-1E GSIS act
Results for CN(C)CCNC(=O)c1coc(=O)c(Br)c1 → -6, -11
Results for COc1ccc(OCc2nn3c(-c4ccco4)nnc3s2)cc1 → -3, 9

Carrying on.
SMILES	ARNT TACC3 PPI	INS-1E GSIS act
Cc1cc(NC(=O)c2cc(-c3ccc(C)c(C)c3)nc3ccccc23)no1	-2	-7
CCCC(=O)Nc1ccc(C(=O)NNC(=O)c2ccccc2Br)cc1	-4	-7
O=C(Nc1sc2c(c1C(=O)NCc1ccco1)CCCC2)c1ccc2c(c1)OCO2	-4	-17
CCC(C)(C)n1nnnc1C(c1ccc(C)cc1)N1CCN(Cc2cccnc2)CC1 (stereo not drawn)	-2	-4
CC(NC(=O)CN1C(=O)NC(Cc2ccccc2)(Cc2ccccc2)C1=O)C12CC3CC(CC(C3)C1)C2 (stereo not drawn)	-5	-19
CCOc1ccccc1OCCn1ncc2ccc(OC)c(OC)c2c1=O	-1	13
Cc1cc(C)c(OCC(=O)Nc2ccccc2N2CCOCC2)c(C)c1	0	-22
COc1ccc(/C=N/Nc2nc3ccccc3c(=O)[nH]2)cc1	0	11
COc1cnn(-c2ccc(C)cc2)c(=O)c1SCc1ccccc1	-11	5
O=C(N/N=C\c1ccc(Cl)cc1Cl)c1sccc1-n1cccc1	-1	-33
COC(=O)c1cccc(NC(=O)CSc2ncn[nH]2)c1	-7	8
Cc1cc(S(=O)(=O)Nc2ccc(N(C)C)cc2)c(C)s1	16	1
CCN1CCN(c2cc(C(C)(C)C)nc3c(-c4ccccc4)c(C)nn23)CC1	-25	5
COc1cccc(C2Nc3ccccc3C(=O)N2O)c1O (stereo not drawn)	2	6
C=CCn1c(Cc2cccs2)nnc1SCC(=O)c1ccc2ccccc2c1	6	-23
CCOc1ccc(CCNC(=O)C(O)c2ccccc2)cc1 (stereo not drawn)	-4	2
CN1CCN(C(=O)c2cnn(-c3ccccc3)c2NC(=O)c2ccccc2F)CC1	-6	5
Cc1cc(S(=O)(=O)NC(C)C)ccc1OCC(=O)N1CCOCC1	-11	1
COC(=O)c1cc(OC)c(OC)cc1NC(=O)Cn1nnc(-c2ccccc2Cl)n1	-7	24
N#CC1=C(N)S[C@@H](C(=O)c2ccc(F)cc2)[C@@H]1c1cccs1	6	3
COc1ccc(-c2c(C)nn(-c3ccccc3)c2N)cc1	-6	-7
Cc1ccccc1C(=O)NCCSc1ccccc1	-1	-30

The list is partial; rates above refer to the full screens.
